# NPY Y1 blocker: blocks the human neuropeptide Y Y1 receptor | HEK293-CNG Y1 cells, membrane potential fluorescence; NPY at EC95, then isoproterenol | AID 1040 | inhibition, % at 3.6 µM | actives 1% (n = 200,000);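 active means inhibition above the campaign mean inhibition of all tested compounds plus 3 SD, cut at about 20% in these data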;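 further: 0% = DMSO wells given NPY plus isoproterenol and 100% = isoproterenol alone without NPY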
#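 Material: HEK293 Y1/CNG channel cell line; also added: NPY (25 nM), isoproterenol (1 µM), Ro 20-1724 (25 µM); doses: one concentration, 3.6 µM, in 0.4% DMSO; schedule: compound incubation 1 h at room temperature, readout 45 min post-stimulation; technique: membrane potential fluorescence; measure: fluorescence ratio normalized to % inhibition between controls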
# PPC-1+TRAIL kill: PPC-1 cancer cell killing with TRAIL present; PPC-1 cells + TRAIL, ATPLite viability luminescence; cell killing (% activity), % at 4 µM; AID 1443; actives 0.41% (n = 220,000);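 active means cell killing above 50% in the first pass at 4 µM, then a duplicate retest at 5 µM averaging 50% or more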;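 further: plate controls were cells with TRAIL plus DMSO for no effect and medium-only wells lacking cells for full effect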
# TRPML3 agonist: human mucolipin-3 channel agonism; Q8TDD5; HEK293 TRPML3-YFP, Fluo-8 calcium fluorescence; 100% = the carbachol control signal; activation, % at 3 µM; actives 0.29% (n = 220,000); AID 1448;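 active means activation above its plate's cutoff, the mean activation of the plate's test wells plus 3 SD, cut at about 12% in these data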;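 further: 0% = DMSO only wells and 100% = carbachol wells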
# Target sequence (Q8TDD5 whole entry, looked up): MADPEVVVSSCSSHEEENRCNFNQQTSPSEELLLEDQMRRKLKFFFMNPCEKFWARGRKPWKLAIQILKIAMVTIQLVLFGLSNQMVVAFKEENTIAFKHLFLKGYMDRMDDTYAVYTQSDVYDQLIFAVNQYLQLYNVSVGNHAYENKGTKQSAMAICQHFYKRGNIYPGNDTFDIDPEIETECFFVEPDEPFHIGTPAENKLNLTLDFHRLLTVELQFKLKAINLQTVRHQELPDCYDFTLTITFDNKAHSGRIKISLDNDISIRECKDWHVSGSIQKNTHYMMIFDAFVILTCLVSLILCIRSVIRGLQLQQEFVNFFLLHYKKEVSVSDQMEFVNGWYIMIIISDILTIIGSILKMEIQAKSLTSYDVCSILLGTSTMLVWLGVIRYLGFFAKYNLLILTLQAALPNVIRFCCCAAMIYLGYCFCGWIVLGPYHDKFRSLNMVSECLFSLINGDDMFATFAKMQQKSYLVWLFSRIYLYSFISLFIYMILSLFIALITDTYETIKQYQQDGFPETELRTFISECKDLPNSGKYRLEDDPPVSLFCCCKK
#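 Test system – HEK293 line with stable expression of human TRPML3-YFP channel · Control set – carbachol 87 µM final as high control (100%), DMSO as low control (0%) · Signal – Fluo-8 calcium dye fluorescence, ex 470-495, em 515-575 nm · Incubation – 1-h 37 °C dye load, 5-s basal, 120-s post-compound reads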
# EP2 antag: blocks the human prostaglandin E2 receptor EP2. inhibition, % at 25 µM. actives 0.52% (n = 260,000). C6 glioma cells expressing human EP2, cAMP TR-FRET; cells stimulated with saturating PGE2;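 active means percent inhibition above 40 after rounding to a whole number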;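 further: rat C6 glioma host cells with rolipram phosphodiesterase inhibitor present; the protocol text gives 20 µM as final concentration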
# NPY1 pot ag: potentiators or agonists of human neuropeptide Y receptor Y1; activation, % at 3.6 µM; AID 1304; actives 0.37% (n = 220,000); NPY-Y1 expressing cells, potentiator/agonist activation; in the data active means activation above about 33%, passing the limit was not always enough;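 further: cells stimulated with NPY at EC10 then isoproterenol at EC100; 0% = low agonist plus stimulus and 100% = saturating agonist plus stimulus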
# zfTRPN1 agonist: zebrafish TRPN1 (NompC) channel agonism. AID 1424. actives 0.18% (n = 220,000). activation, % at 3 µM. HEK293 zebrafish TRPN1-YFP, Fluo-8 calcium fluorescence; 100% = response to 87 µM carbachol;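 active means activation above its plate's cutoff, the mean activation of test wells on that plate plus 3 SD, cut at about 19% in these data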;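 further: 0% = DMSO alone and 100% = 87 µM carbachol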
#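 Control set: carbachol 87 µM as high control, DMSO as low control; system: HEK293 stable line with zebrafish TRPN1-YFP; read-out: % activation versus carbachol response; detection: intracellular calcium fluorescence with Fluo-8; doses: single test compound dose, 3 µM nominal, 0.3% DMSO; schedule: dye 1 h 37 °C plus 30 min RT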
# CHOP inhibitor: blocks CHOP induction under ER stress; CHO-K1 CHOP-promoter luciferase, tunicamycin-induced, 15-18 h; inhibition, % at 10 µM; actives 3.8% (n = 220,000);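 active means compounds that reduced the stress-induced luciferase reporter signal by more than about 70% of percent inhibition, limit read from the data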;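 further: 0% = tunicamycin plus vehicle and 100% = wells without tunicamycin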
# EP2 mod: modulates human prostaglandin E2 receptor EP2 signaling; P43116; EP2-expressing cells, cAMP HTRF FRET, PGE2 co-stimulation; induction, % at 25 µM; actives 0.83% (n = 260,000);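 active means compounds whose cAMP rise, as percent of the full-agonist control response, exceeds 60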;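 further: rat C6 glioma line stably carrying human EP2 under a CMV promoter; the protocol text gives 20 µM as final concentration; 100% = response of wells given 1 µM PGE2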
# 14-3-3 Bad inh: disrupts binding of bovine 14-3-3 zeta to phospho-Bad peptide | P63103 | TR-FRET 14-3-3zeta/Dy647-pBad peptide displacement, 1 h | inhibition, % at 21.7 µM | actives 0.71% (n = 220,000) | AID 781;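 active means inhibition above about 70%, limit read from the data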;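 further: 0% = full 14-3-3 plus peptide FRET controls and 100% = background without 14-3-3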
# Target sequence (P63103 whole entry, looked up): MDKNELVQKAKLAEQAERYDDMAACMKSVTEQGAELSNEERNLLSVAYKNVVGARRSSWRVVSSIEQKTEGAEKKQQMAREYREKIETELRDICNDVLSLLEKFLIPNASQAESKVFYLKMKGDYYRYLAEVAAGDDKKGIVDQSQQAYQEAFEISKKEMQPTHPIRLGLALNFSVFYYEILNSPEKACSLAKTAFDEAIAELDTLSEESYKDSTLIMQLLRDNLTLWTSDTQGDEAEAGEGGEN
# Numbers without * were called inactive; . = no result given; & = joins results of further samples; [ ] = another dose, or the depositor's remark. An excerpt. The share of hits here may be higher or lower than overall.
SMILES,NPY Y1 blocker,PPC-1+TRAIL kill,TRPML3 agonist,EP2 antag,NPY1 pot ag,zfTRPN1 agonist,CHOP inhibitor,EP2 mod,14-3-3 Bad inh
COc1ccc(C2=NOC(C(=O)NCCCn3ccnc3)C2)cc1 (configuration not stated),3,13,1.0,4,-16,-0.3,27,-3,4
COc1cc(CNc2ccc(C(=O)O)cc2)cc(Br)c1OCC(=O)NC(C)(C)C,1,-3,-0.1,3,-16,0.1,8,12,5[fluorescence artefact?]
CCOC(=O)C1(CC2CCCCO2)CCN(Cc2nc3ccccc3[nH]2)CC1 (configuration not stated),2,10,1.0,4,-9,1.1,-3,-15,-17
CCC(=O)N1CCN(c2c(Cl)cccc2[N+](=O)[O-])CC1,3,12,0.0,-7,-12,-0.5,-5,11,-6
CCS(=O)(=O)NCC(c1cccnc1)N1CCN(c2ccccc2OC)CC1 (configuration not stated),-1,8,-0.5,12,-8,0.3,32,4,-12[fluorescence artefact?]
CN1CCN(c2nc(-c3ccccc3)nc(-c3ccccc3)c2C#N)CC1,8,-16,0.8,1,-14,-0.5,68,36,-4
COC(=O)CSc1nnc(-c2cccnc2)o1,-3,-1,0.6,6,2,1.0,8,4,-13
FC(F)(F)c1nc(-c2ccncc2)ncc1-c1nnnn1-c1ccccc1,-6,-6,1.0,4,19,1.6,29,-27,2[fluorescence artefact?]
O=C(CSc1nnc(-c2cc3ccccc3cc2O)n1Cc1ccco1)N1CCc2ccccc2C1,1,3,0.2,6,-48,-0.5,62,17,5
Cc1ccc(NC(=O)c2ccccc2OCC(=O)c2ccccc2)cc1,2,-4,0.6,4,-31,0.5,-19,24,-2
CCOC(=O)c1ccc(NC(=S)NNC(=O)COC)cc1,1,4,0.8,5,7,-0.8,12,16,-11
CN(C)/C=C1\NC(=S)N(c2ccccc2)C1=O,9,7,0.6,7,7,0.6,12,10,-1
COc1cc([N+](=O)[O-])ccc1NC(=O)c1cccc(NC(=O)C(C)C)c1,3,-3,0.8,6,-7,0.0,-5,-7,-11
O=C(CCc1ccccc1)NCCSc1ccccc1,3,-3,-0.2,6,-7,-1.8,-5,-49,-1
COc1ccc(CN2CCCCCC2)c(C)c1C,7,9,0.3,3,18,-1.8,-8,12,62
Cc1cc(/C=N/NC(=O)c2cccc([N+](=O)[O-])c2)c(C)n1-c1ccccc1,4,25,-0.2,6,9,-1.0,49,6,-2
c1ccc(CSc2nnc(-c3ccco3)c(-c3ccco3)n2)cc1,8,9,-0.3,8,9,0.7,-37,34,4
COc1cc(/C=N/NC(=O)c2ccncc2)ccc1OC(=O)c1ccc([N+](=O)[O-])cc1,-1,19,0.8,25,-9,1.1,-10,6,-1
CCCN1CCC(=O)N(CCSc2ccc(OC)cc2)CC1,.,2,.,10,.,.,-18,18,-1
COc1cccc(CC(NC(C)=O)C(=O)NC2CCN(c3c(Cc4ccccc4)c(C)nc4ncnn34)CC2)c1OC (configuration not stated),4,22,0.6,13,-4,1.4,21,1,-9

# Some of the entries so far, with values under each structure.
# Value order: NPY Y1 blocker	PPC-1+TRAIL kill	TRPML3 agonist	EP2 antag	NPY1 pot ag	zfTRPN1 agonist	CHOP inhibitor	EP2 mod	14-3-3 Bad inh
O=C(CSc1nnc(-c2cc3ccccc3cc2O)n1Cc1ccco1)N1CCc2ccccc2C1
    1	3	0.2	6	-48	-0.5	62	17	5
CCOC(=O)c1ccc(NC(=S)NNC(=O)COC)cc1
    1	4	0.8	5	7	-0.8	12	16	-11

# The main list resumes; the 4 compounds before the break are reprinted first.
SMILES,NPY Y1 blocker,PPC-1+TRAIL kill,TRPML3 agonist,EP2 antag,NPY1 pot ag,zfTRPN1 agonist,CHOP inhibitor,EP2 mod,14-3-3 Bad inh
c1ccc(CSc2nnc(-c3ccco3)c(-c3ccco3)n2)cc1,8,9,-0.3,8,9,0.7,-37,34,4
COc1cc(/C=N/NC(=O)c2ccncc2)ccc1OC(=O)c1ccc([N+](=O)[O-])cc1,-1,19,0.8,25,-9,1.1,-10,6,-1
CCCN1CCC(=O)N(CCSc2ccc(OC)cc2)CC1,.,2,.,10,.,.,-18,18,-1
COc1cccc(CC(NC(C)=O)C(=O)NC2CCN(c3c(Cc4ccccc4)c(C)nc4ncnn34)CC2)c1OC (configuration not stated),4,22,0.6,13,-4,1.4,21,1,-9
O=C(CCN1C(=O)/C(=C/c2cccc(Br)c2)SC1=S)Nc1cccnc1,-5,-10,0.3,3,12,0.5,87*,-47,-23
Cc1cc(C)cc(NC(=O)Cn2c(=O)oc3cc(S(=O)(=O)N4CCC(C)CC4)ccc32)c1,-1,-26,-0.3,11,20,1.9,72*,-1,44[fluorescence artefact?]
CCCC(=O)OCC(=O)Nc1ccc(OC(F)F)cc1,5,-11,-0.1,2,7,-0.6,31,28,-3
COCCOc1ccc(C(F)(F)F)cc1NC(=O)COC(=O)c1c(C)noc1C,2,-11,0.1,12,3,-0.4,16,1,-1
COc1cccc(-c2cc(C(F)(F)F)c(C#N)c(=O)[nH]2)c1,8,2,0.3,8,-22,-1.0,4,-25,4
COc1ccccc1NC(=O)C1=C(C)Nc2nc(-c3cccs3)nn2C1c1cccnc1 (configuration not stated),0,14,0.6,5,2,0.3,-33,-2,4
COc1ccc(/C=N/N=C2/NC(=O)C(CC(=O)NC(C)C)S2)cc1 (configuration not stated),7,11,1.8,3,21,1.0,9,29,-19
COCCn1c(SCC(=O)Nc2sc(C)c(C)c2C#N)nnc1-c1ccc(OC)cc1,-3,0,-1.8,8,8,-1.8,9,0,-10
CC12CCC(=O)N1C(C(=O)OCC(=O)Nc1cccc(S(=O)(=O)N3CCCCCC3)c1)CS2 (configuration not stated),3,22,1.2,13,-8,4.2,13,-21,-1
CN1C(=S)SC(/[N+]([O-])=C/c2ccc(Cl)cc2)C1(C)C (configuration not stated),.,22,0.0,5,-9,2.7,-2,13,-1
COC(=O)c1sc(C(F)(F)F)c(-c2ccccc2)c1S(=O)(=O)NC(C)(C)C,.,-6,0.0,9,0,0.1,10,-3,-6
Cc1cccc(N2CCN(Cc3oc(CO)cc(=O)c3O)CC2)c1C,-1,13,0.7,16,-16,0.8,6,9,0
CC1C/C(=N/N=C2/NC(=O)CS2)CC(C)(C)C1 (configuration not stated),-1,2,0.9,8,16,-0.2,4,8,-8
COCCOC(=O)c1[nH]c2c(c1C)C(=O)CC(c1ccc(F)cc1)C2 (configuration not stated),-6,27,1.0,7,10,1.1,.,-5,-4
CCn1c(SCC(=O)NNC(=O)c2ccc(C)cc2)nnc1-c1ccncc1,7,.,-0.1,5,4,0.7,.,.,.
CC(C)Nc1nc(Oc2ccc(Cl)cc2)cc(C(F)(F)F)n1,8,1,0.5,9,7,-0.9,74*,48,0
COc1ccc(C(=O)NCC2OCCc3ccccc32)cc1OC (configuration not stated),-1,8,0.4,3,-2,0.2,-14,-6,3
CNC(=O)Nc1ccccc1NC(=O)NC,6,1,0.6,-1,4,0.1,-2,-4,3
CCCCNC(=O)/C=C1\Sc2ccccc2NC1=O,3,12,0.6,20,21,-0.7,-22,-15,-12
O=[N+]([O-])c1ccc(O)c(/C=N/n2cnnc2)c1,2,16,1.2,2,29,0.5,21,19,-10
CC(=O)Nc1ccc(S(=O)(=O)N2CCN(CCC#N)CC2)cc1,-2,10,0.5,5,7,-0.1,-14,-1,6[fluorescence artefact?]
O=C(O)Cn1nc(-c2ccccc2)oc1=O,1,8,1.0,15,-17,1.3,-1,24,5
O=C(Oc1ccccc1Cl)c1ccc(-n2cncn2)nc1,-7,38,0.8,7,33,-0.1,3,9,36
Nn1c(SCC(=O)NC2CCCc3ccccc32)nnc1-c1ccc(Cl)cc1Cl (configuration not stated),3,-12,1.1,5,19,2.8,24,-1,-4[fluorescence artefact?]
O=C(CSc1ccc(-c2ccc(F)cc2)nn1)NCCc1ccccc1,2,15,0.2,6,-2,0.8,-7,15,0
Clc1ccc(C2=Nn3c(nnc3-c3n[nH]c4c3CCC4)SC2)cc1Cl,14,2,-0.8,9,-15,-1.8,42,23,-10
CC(C)c1cc(Nc2cccc(O)c2)cc(C(C)C)c1O,5,3,2.6,19,3,3.0,.,.,.
O=C(NCC(=O)N(c1ccccc1F)C(C(=O)NCC1CCCO1)c1ccccc1)c1ccco1 (configuration not stated),-1,18,0.7,11,-2,1.3,-14,-40,-9
COc1cccc(NC(=S)N2CCn3c(nc4ccccc43)C2)c1,0,13,0.9,9,-4,1.8,15,-66,-6
Cc1ccc(NS(=O)(=O)c2ccc(CCC(=O)NCCO)cc2)cc1,4,-8,-0.2,4,12,-0.9,6,-4,-6
CC1CN(c2nc3c(c(=O)[nH]c(=O)n3C)n2Cc2ccccc2F)CC(C)O1 (configuration not stated),2,-4,0.7,17&11,0,2.4,16,30&20,11[fluorescence artefact?]
COc1ccc(/C=C\C(=O)CC(O)(c2ccccc2)C(F)(F)F)cc1 (configuration not stated),7,4,2.0,7,-13,-1.0,-15,6,6
Cc1ccc(Cn2nnnc2CN2CCC(NC(=O)C(C)(C)C)CC2)cc1,-1,.,-0.8,14,-10,0.1,36,17,-10
CC(=O)c1cc(OC(=O)N2CCOCC2)ccc1OC(=O)N1CCOCC1,2,12,0.8,19&12,14,1.5,-7,6&-11,-2[fluorescence artefact?]
COCCCNC(=O)CSc1ccc(Cl)cc1,3,-4,-0.1,14,18,0.6,2,-5,2
Nc1cc(N)cc(C(=O)OCC(=O)Nc2cc(S(=O)(=O)N3CCCCC3)ccc2Cl)c1,5,1,-0.4,3,10,-0.1,-7,-44,-5
COc1ccccc1C(CC(=O)N1CCCC1)c1ccc2c(c1)OCO2 (configuration not stated),4,27,-1.1,2,9,-2.8,10,10,3

# Some entries already given, limited to NPY Y1 blocker, EP2 antag and PPC-1+TRAIL kill:
structure | NPY Y1 blocker | EP2 antag | PPC-1+TRAIL kill
CC(=O)c1cc(OC(=O)N2CCOCC2)ccc1OC(=O)N1CCOCC1 | 2 | 19&12 | 12
O=C(Oc1ccccc1Cl)c1ccc(-n2cncn2)nc1 | -7 | 7 | 38
CC(=O)Nc1ccc(S(=O)(=O)N2CCN(CCC#N)CC2)cc1 | -2 | 5 | 10
COc1ccccc1C(CC(=O)N1CCCC1)c1ccc2c(c1)OCO2 (configuration not stated) | 4 | 2 | 27

# Source: PubChem BioAssay (several laboratories)
